GPR151 activ: activators of human GPR151; Q8TDV0; PathHunter beta-arrestin GPR151 cells, luminescence; activation, % at 11.2 µM; actives 1% (n = 650,000); AID 1508602; in the data active = activation above about 4.9%;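 note: 0% = median of compound wells and 100% = cells with positive control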
Target sequence (Q8TDV0 whole entry, looked up): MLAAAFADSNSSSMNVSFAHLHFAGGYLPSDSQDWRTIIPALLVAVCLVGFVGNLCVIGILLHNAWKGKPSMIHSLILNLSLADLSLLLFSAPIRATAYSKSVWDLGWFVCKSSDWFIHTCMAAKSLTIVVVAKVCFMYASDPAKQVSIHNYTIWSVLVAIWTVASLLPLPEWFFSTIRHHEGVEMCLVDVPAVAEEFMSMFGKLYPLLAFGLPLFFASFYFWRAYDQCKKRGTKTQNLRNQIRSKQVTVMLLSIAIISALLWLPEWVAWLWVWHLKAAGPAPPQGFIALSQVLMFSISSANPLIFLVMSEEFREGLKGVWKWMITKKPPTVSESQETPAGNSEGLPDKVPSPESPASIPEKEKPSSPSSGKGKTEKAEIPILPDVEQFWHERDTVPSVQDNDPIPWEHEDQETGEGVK
MITF primary: blocks human microphthalmia-associated transcription factor. inhibition, % at 2.6 µM. O75030. AID 1259374. AlphaScreen MITF homodimerization, bead proximity signal. actives 0.91% (n = 650,000); in the data active = inhibition above about 50%;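 note: 0% = vehicle wells with protein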
Target sequence (O75030 whole entry, looked up): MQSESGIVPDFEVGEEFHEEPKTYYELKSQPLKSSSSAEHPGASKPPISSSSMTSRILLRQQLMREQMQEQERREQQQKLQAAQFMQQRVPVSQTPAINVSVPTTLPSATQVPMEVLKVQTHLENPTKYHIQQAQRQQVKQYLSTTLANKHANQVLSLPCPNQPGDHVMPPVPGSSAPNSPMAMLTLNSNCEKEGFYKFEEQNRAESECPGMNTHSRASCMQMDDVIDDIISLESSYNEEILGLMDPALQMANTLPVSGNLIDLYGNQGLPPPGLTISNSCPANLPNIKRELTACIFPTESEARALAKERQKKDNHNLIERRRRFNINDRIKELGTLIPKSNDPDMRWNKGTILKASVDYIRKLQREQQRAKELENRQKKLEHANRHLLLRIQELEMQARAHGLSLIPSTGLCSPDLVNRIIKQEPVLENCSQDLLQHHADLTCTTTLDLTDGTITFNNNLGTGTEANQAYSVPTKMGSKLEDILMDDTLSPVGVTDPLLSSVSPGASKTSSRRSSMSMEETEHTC
FBW7 activator: activators of human E3 ligase FBW7. normalized activity (activation), % at 26.1 µM. Q969H0. AID 1259310. AlphaScreen FBW7–phospho-cyclin E peptide binding, activator screen. actives 0.13% (n = 650,000); in the data active = normalized activity above about 1.9%;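 note: purified mutant Fbw7 with reduced substrate affinity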
TEAD-YAP inh: TEAD-YAP interaction inhibition. HEK-TIYL cells, TEAD-Gal4/YAP UAS-luciferase luminescence. actives 1.4% (n = 640,000). inhibition, % at 9.12 µM. AID 1259422; in the data active = inhibition above about 32%;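 note: 0% = median of test compound wells and 100% = reference inhibitor wells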
Active calls of the source: *; nt = not tested or not shown.

SMILES | GPR151 activ | MITF primary | FBW7 activator | TEAD-YAP inh
COc1cc(Br)cc(Br)c1OCC(=O)N/N=C/c1ccncc1 | -0.2 | 17 | 0.0 | 0
O=C(Cn1cc([N+](=O)[O-])cn1)Nc1ccc(-c2noc(-c3ccncc3)n2)cc1 | 0.5 | 3 | 0.1 | -2
CCCCOC(=O)c1cccc(NC(=O)CCN2C(=O)c3cccc([N+](=O)[O-])c3C2=O)c1 | -0.5 | 12 | 1.0 | 10
CCOc1cc(C(=O)NC)cc(Br)c1OC | -0.6 | 16 | 0.7 | 1
O=C(CCN1CCc2ccccc2C1)Nc1ccc(Br)cc1 | 0.6 | 4 | 0.3 | -3
COc1ccc(OCc2nc3ccccc3n2Cc2ccc(C)cc2)cc1 | -1.0 | 3 | 0.0 | -38
CC(=O)c1cccc(-c2cn3c(NC(=O)CC4CC4)cnc3cn2)c1 | -0.7 | 5 | -0.2 | 0
CC(NC(=O)[C@H]1C[C@@H](c2ccco2)NS(=O)(=O)N1C)c1ccccc1 (stereo partly drawn) | -0.3 | 6 | 0.3 | 23
Cn1nc(S(=O)(=O)N/N=C/c2ccc([N+](=O)[O-])cc2)c(=O)n(C)c1=O | 1.1 | -4 | 0.0 | -10
NS(=O)(=O)c1ccc(Nc2nccc(-c3ccc4[nH]ccc4c3)n2)cc1 | -1.0 | 12 | 0.5 | -2
O=c1oc2ccccc2c(O)c1NS(=O)(=O)c1ccc2c(c1)CCCC2 | -0.3 | 8 | 0.2 | -5
Cc1[nH]c2ccccc2c1CCNC(=O)c1ccc(F)c(F)c1 | 1.8 | 0 | 0.1 | 3
CCc1ccc(OCC(=O)Nc2ccc(S(N)(=O)=O)cc2)cc1 | -1.9 | 12 | 1.0 | -10
COc1ccc(/C=C(/C#N)C(=O)Nc2ccc(S(=O)(=O)Nc3nccs3)cc2)cc1 | 0.6 | 5 | 0.0 | -4
Cc1ccc(C(=O)OCC(=O)Nc2ccc3[nH]c(=O)[nH]c3c2)s1 | -0.5 | 12 | 0.0 | 5
CN(C)S(=O)(=O)c1ccc(C(=O)Nc2ccc([N+](=O)[O-])cc2)cc1 | 1.6 | 6 | -0.1 | -3
CCN1C(=O)N[C@@H](c2ccccc2)C(C(=O)OC)=C1C | 1.8 | -5 | 0.0 | nt
CN(C)/N=C/c1ccc(Cl)c([N+](=O)[O-])c1 | 1.3 | 11 | -0.2 | -2
COC(=O)c1sc(NC(=O)c2cccnc2)c(C#N)c1C | 0.2 | -2 | 0.0 | 6
COc1cc(/C=C(\C#N)c2nn(CCO)c(N)c2C#N)cc(Br)c1OC(C)=O | -0.3 | 2 | 0.1 | -8
O=C(C1CCCC1)N1CCN=C1SCc1ccc([N+](=O)[O-])cc1 | 0.6 | 7 | -0.1 | 16
Cc1nc2sc(C(=O)NC3CCCC(C)C3C)c(C)c2c(=O)[nH]1 (stereo not drawn) | -1.2 | 7 | 0.0 | -4
CC1CCc2cc(F)ccc2N1S(=O)(=O)c1ccc(F)cc1 (stereo not drawn) | -0.1 | -3 | 0.1 | -7
Cc1noc(C)c1S(=O)(=O)NC1CCCCCC1 | 2.9 | 14 | 0.1 | 5
Cc1cc(I)ccc1N1C(=O)c2ccccc2C1=O | -0.9 | -2 | 0.1 | 6
CC(=O)c1cccc(OS(=O)(=O)c2cn(C)c(=O)n(C)c2=O)c1 | 0.1 | 0 | -0.1 | 3
CCCCC1CN(CCNC(=O)c2ccc(=O)[nH]c2)Cc2ccccc2O1 (stereo not drawn) | -0.4 | 7 | 0.2 | -5
CN(Cc1nc(CCc2ccccc2)no1)Cc1nccn1C | 2.4 | 11 | 0.2 | -12
CCOC(=O)c1[nH]c(COC(=O)c2ccc([N+](=O)[O-])cc2)c(C(=O)OCC)c1C | 0.6 | 11 | 0.1 | 4
CN(C)c1nccc(NCc2ccccc2)c1C#N | 0.3 | 8 | 0.0 | 3
O=C(/C=C/c1cccc2ccccc12)Nc1ccc(Br)cn1 | 1.7 | -10 | 0.0 | -14
O=C(NCCCN1CCOCC1)/C(=C/c1ccc(F)cc1)NC(=O)c1ccccc1 | 0.3 | 1 | 0.0 | -6
COc1cccc(CNCCC2CCC(=O)N2CCc2cccc(Cl)c2)c1 (stereo not drawn) | -1.1 | 12 | 0.2 | 2
Cc1[nH]c2c(C(=O)NCC3Cc4c(F)ccc(-c5ncccn5)c4O3)cccc2c1C (stereo not drawn) | 2.3 | 9 | -0.1 | 32*
CCOc1ccccc1/C=N\NC(=O)Cc1cccn1C | 0.6 | 8 | -0.1 | -2
COc1cc(OC)c(C(=O)OCC(=O)c2ccccc2F)cc1OC | -0.7 | 3 | 0.1 | 8
CCOC(=O)C1(C)C=C(Nc2cccc(Cl)c2)C(=O)N1c1cccc(Cl)c1 (stereo not drawn) | 0.7 | -2 | -0.1 | -11
CCCCSc1nnc2c(n1)OC(c1c(OC)ccc3ccccc13)Nc1ccccc1-2 (stereo not drawn) | 0.1 | 3 | 0.0 | -9
CSc1ncccc1C(=O)OCC(=O)NC12CC3CC(CC(C3)C1)C2 | -0.8 | 0 | 0.1 | -5
Nc1cccc(-c2nc(NCCOc3ccccc3)c3ncn(CCN4CCCC4=O)c3n2)c1 | -1.5 | 8 | 0.1 | -2
COc1ccccc1CN1CCC(n2cnc3cccnc32)CC1 | -1.6 | -10 | 0.1 | -1
COCCNS(=O)(=O)c1ccc(OCC(=O)OC)c(Cl)c1 | 0.9 | 10 | 0.0 | 6
CCOC(=O)c1c(Cl)ccc2cnc(Nc3ccc(-n4cnc(N5CCOCC5)n4)cc3)nc12 | 0.1 | -1 | -0.2 | 59*
CCOC(=O)COc1ccc2c(C)c(CC(=O)OC)c(=O)oc2c1C | 1.2 | 1 | 0.9 | -2
COc1cc(C(=O)Oc2cccc(/C=N/NC(=O)c3ccc(C)nc3)c2)cc(OC)c1OC | -1.5 | 8 | 0.0 | 12
COc1ccc(/C=C2\N=C(c3ccc(Cl)c([N+](=O)[O-])c3)OC2=O)cc1OC(C)=O | -0.6 | -3 | -0.1 | -4
O=C(NC1CCCC1)C1CC(O)CN1C(=O)Nc1ccccc1 (stereo not drawn) | -1.6 | 19 | 0.4 | -6
COc1cc(OC)c(NC(=O)c2n[nH]c(=O)c3ccccc23)cc1Cl | 1.7 | 13 | 0.1 | 6

Copied from the list.
CCOC(=O)C1(C)C=C(Nc2cccc(Cl)c2)C(=O)N1c1cccc(Cl)c1 (stereo not drawn) | TEAD-YAP inh = -11
COc1ccccc1CN1CCC(n2cnc3cccnc32)CC1 | FBW7 activator = 0.1

(further entries)
SMILES | GPR151 activ | MITF primary | FBW7 activator | TEAD-YAP inh
CCc1ccc(N(CC(=O)N2CCc3ccccc3C2)S(C)(=O)=O)cc1 | 3.1 | 2 | 0.0 | 12
CCNC(=O)N1CCC(c2nnc(-c3ccccc3OC)s2)CC1 | 0.0 | -4 | -0.2 | -7
O=C(Cn1c(=O)oc2cc(S(=O)(=O)NC3CCCC3)ccc21)Nc1ccccc1F | -0.7 | 4 | -0.1 | 17
CCOc1cc(C=O)cc(I)c1OC | -0.2 | 12 | 0.2 | 1
O=C(NC(c1ccc(Cl)cc1)c1ccsc1)C1CCN(C(=O)c2ccoc2)CC1 (stereo not drawn) | 0.5 | -6 | 0.3 | 0
COc1cc(/C=N\N2CCN(Cc3ccc(C)cc3)CC2)ccc1O | -0.8 | 10 | 0.0 | 8
CCOc1ccc(Br)cc1S(=O)(=O)n1ccc(C)n1 | -1.1 | 17 | 0.0 | -3
COc1cccc(N(CC(=O)O)S(=O)(=O)c2ccccc2)c1 | -0.2 | -5 | 0.1 | 10
NC(=O)C1(N2CCCCC2)CCN(C2CC(=O)N(c3ccc(I)cc3)C2=O)CC1 (stereo not drawn) | 0.8 | -1 | -0.1 | 2
Cc1ccc(CNC(=O)COc2ccc(Br)cc2)cc1 | -2.5 | 0 | -0.3 | -2
CCOC(=O)c1sc(=S)n(-c2cccc(Cl)c2)c1N | 0.1 | 4 | 0.1 | 5
NS(=O)(=O)c1ccc(NC(=O)COC(=O)c2ccc(-n3cnnn3)cc2)cc1 | -0.1 | 11 | 0.1 | 7
CCCSc1nnc(NC(=O)C(=O)c2c[nH]c3ccccc23)s1 | -0.3 | 16 | 0.0 | 8
CCOc1ccc(Nc2nc(N3CCN(C)CC3)c3ccccc3n2)cc1 | 0.3 | 19 | -0.1 | -2
Cc1sc(NC(=O)c2ccc(Br)o2)c(C(N)=O)c1C | -1.6 | 6 | -0.1 | -26
COc1ccc(-c2nc(SC)n(C(=O)c3cccs3)n2)cc1 | -0.9 | 6 | 0.0 | -20
COc1cc(C2Nc3ccc(C(=O)c4ccccc4)cc3NC3=C2C(=O)CCC3)cc(OC)c1OC (stereo not drawn) | 0.2 | -2 | -0.1 | 60*
COc1ccc2oc(-c3csc(NC(=O)Cc4ccc(F)cc4)n3)cc2c1 | -0.5 | 5 | 0.1 | 9
CCOC(=O)c1c(N)n(-c2cc(OC)ccc2OC)c2nc3ccccc3nc12 | -0.1 | -2 | 0.0 | -8
Cc1ccccc1-n1c(=S)sc2c(=O)n(-c3ccc(F)cc3)c(SCC(=O)C(C)(C)C)nc21 | 0.4 | 4 | -0.1 | 4
CC[C@@H]1NC(=O)[C@@H]2C[C@H](NC(=O)Nc3ccccc3Cl)CN2C1=O | 0.0 | 4 | -0.1 | 7
NCCCC[C@@H]1NC(=O)[C@@H]2C[C@H](NC(=O)Nc3ccccc3C(F)(F)F)CN2C1=O | 2.0 | -3 | -0.1 | -6
O=C1c2cccnc2C(=O)N1Cc1ccc(S(=O)(=O)NC2CCCCC2)cc1 | 2.2 | 16 | 0.1 | -9
O=C(N/C(=C\c1ccc(Br)cc1)C(=O)N1CC2CC(C1)c1cccc(=O)n1C2)c1cncc(Br)c1 (stereo not drawn) | -1.7 | 16 | 0.0 | 3
CC(C)(C)C(O)/C=C/c1ccc2c(c1)OCO2 (stereo not drawn) | -1.1 | -11 | -0.1 | -7
CCc1c(C)n([O-])c2c([n+]1=O)CCCCC2 | -0.5 | 17 | -0.1 | -9
COc1cc(NC(=O)NCc2cccs2)ccc1N1CCCCC1=O | -1.3 | 0 | 0.1 | 1
CCOC(=O)NC(=O)CSc1nc2ccc([N+](=O)[O-])cc2[nH]1 | -1.5 | 2 | -0.1 | 5
Cc1cc(C(=O)Nc2ccccc2N2CCN(C)CC2)ccc1[N+](=O)[O-] | 0.1 | 11 | 0.3 | 12
COc1ccc([N+](=O)[O-])cc1NC(=O)CN1C(=O)NC(C)(CCc2ccccc2)C1=O (stereo not drawn) | -0.4 | 1 | 0.0 | -6
O=C(O)c1ccc2[nH]c(=O)c(Cc3ccccc3Br)nc2c1 | 0.2 | 6 | 0.4 | 1
COc1ccc2[nH]c3c(=O)n(CC(=O)NCc4ccco4)c(=S)[nH]c3c2c1 | 0.7 | 15 | 0.1 | 15
Cc1cc(Cl)cc(Cl)c1OCC(=O)Nc1cccnc1 | -1.1 | 16 | 0.3 | -16
CCCn1ccc2c(OCC(=O)Nc3ccc(C)c(Cl)c3)cccc2c1=O | 0.5 | 7 | -0.2 | -6
CCOc1ccc(-c2nc3c(c(C)nn3-c3ccccc3)c3cc(OC)c(OC)cc23)cc1 | -0.5 | 4 | 0.0 | 1
COc1ccccc1Cc1noc(COc2ccc(Cl)cc2)n1 | 2.9 | -7 | 0.1 | -13
COc1ccc(C(=O)N=c2sc3cccc(OC)c3n2C)cc1 | -1.6 | -5 | -0.1 | -33
CCOC(=O)/C(=N/O)C1=NC(C)(C)Cc2cc(OC)c(OC)cc21 | -0.9 | 15 | 1.5 | 12
CCc1ccc(NS(=O)(=O)c2cc(Br)ccc2OC)cc1 | -0.9 | 2 | 0.1 | 10

Sorted by number of heavy atoms (ascending): 16 of the compounds above.
SMILES | GPR151 activ | MITF primary | FBW7 activator | TEAD-YAP inh
CCOc1cc(C=O)cc(I)c1OC | -0.2 | 12 | 0.2 | 1
CN(C)/N=C/c1ccc(Cl)c([N+](=O)[O-])c1 | 1.3 | 11 | -0.2 | -2
CCc1c(C)n([O-])c2c([n+]1=O)CCCCC2 | -0.5 | 17 | -0.1 | -9
CCOC(=O)c1sc(=S)n(-c2cccc(Cl)c2)c1N | 0.1 | 4 | 0.1 | 5
Cc1ccc(CNC(=O)COc2ccc(Br)cc2)cc1 | -2.5 | 0 | -0.3 | -2
COC(=O)c1sc(NC(=O)c2cccnc2)c(C#N)c1C | 0.2 | -2 | 0.0 | 6
O=C(O)c1ccc2[nH]c(=O)c(Cc3ccccc3Br)nc2c1 | 0.2 | 6 | 0.4 | 1
COc1ccccc1Cc1noc(COc2ccc(Cl)cc2)n1 | 2.9 | -7 | 0.1 | -13
COc1ccccc1CN1CCC(n2cnc3cccnc32)CC1 | -1.6 | -10 | 0.1 | -1
COc1cc(NC(=O)NCc2cccs2)ccc1N1CCCCC1=O | -1.3 | 0 | 0.1 | 1
O=c1oc2ccccc2c(O)c1NS(=O)(=O)c1ccc2c(c1)CCCC2 | -0.3 | 8 | 0.2 | -5
O=C1c2cccnc2C(=O)N1Cc1ccc(S(=O)(=O)NC2CCCCC2)cc1 | 2.2 | 16 | 0.1 | -9
O=C(NC(c1ccc(Cl)cc1)c1ccsc1)C1CCN(C(=O)c2ccoc2)CC1 (stereo not drawn) | 0.5 | -6 | 0.3 | 0
COc1ccc(/C=C(/C#N)C(=O)Nc2ccc(S(=O)(=O)Nc3nccs3)cc2)cc1 | 0.6 | 5 | 0.0 | -4
CCOc1ccc(-c2nc3c(c(C)nn3-c3ccccc3)c3cc(OC)c(OC)cc23)cc1 | -0.5 | 4 | 0.0 | 1
COc1cc(C2Nc3ccc(C(=O)c4ccccc4)cc3NC3=C2C(=O)CCC3)cc(OC)c1OC (stereo not drawn) | 0.2 | -2 | -0.1 | 60*

From PubChem BioAssay
